# Source: PubChem BioAssay
# Statin myotox sup – suppressors of statin myotoxicity in C2C12 myotubes, primary screen, cell-based, single point, plate reader; C2C12 myotubes + simvastatin, ATP luminescence, 48 h; scaled: DMSO 0, geranylgeraniol control 100; rescue of ATP level, % at 7.49 µM; 0.78% of 330,000 active; AID 602340, 2012;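 active = mean ATP rescue above about 67%, or every replicate alone reaching that limit, limit read from the data, passing the limit was not always enough; inconclusive = no clear call, values can overlap the other calls; inactive = mean under the limit and some replicate under it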;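 note: myotubes were challenged with 10 µM simvastatin during compound exposure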
# FN deposition inh – inhibitors of fibronectin matrix deposition, primary screen, AH1F cells, Alexa488-fibronectin fluorescence, plate reader; AH1F fibroblasts, overnight; inhibition, % at 12.6 µM; 0.086% of 350,000 active;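 active = mean inhibition across replicates of 30% or more, regardless of how many single replicates reach that level; inconclusive = mean under 30% yet at least half of replicates reach 30%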;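 note: positive control wells lacked labelled fibronectin entirely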
#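 Test system: AH1F fibroblast monolayer depositing Alexa488-labelled fibronectin into matrix. Input: 10000 cells per well. Technique: fluorescence, ex 485 nm, em 525 nm. Buffer or medium: DMEM plus 2% serum, read in PBS. Timing: 1 h cell adhesion before compound, then overnight fibronectin incubation. Compound: single dose, pinned. Read-out basis: inhibition from reduced deposited-fibronectin fluorescence.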
# CASP6 VEID inh – human caspase-6 inhibitors, primary screen, biochemical, VEID-R110 fluorescence, single point, set 2. P55212. purified caspase-6, Z-VEID-R110 cleavage fluorescence. inhibition, % at 12.5 µM. 0.53% of 350,000 active;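 active = mean inhibition across replicates at least about 35%, with every replicate also reaching that limit, limit read from the data; inconclusive = only one of the two criteria met; inactive = neither criterion met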;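 note: 0% = median of neutral control wells and 100% = no fluorescence left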
# Target sequence (P55212 24-179 limits assumed): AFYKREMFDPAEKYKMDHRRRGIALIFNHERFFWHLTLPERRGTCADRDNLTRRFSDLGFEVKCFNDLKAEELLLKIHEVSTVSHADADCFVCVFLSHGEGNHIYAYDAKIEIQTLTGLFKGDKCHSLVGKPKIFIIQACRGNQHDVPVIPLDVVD
# Target sequence (P55212 194-293 limits assumed): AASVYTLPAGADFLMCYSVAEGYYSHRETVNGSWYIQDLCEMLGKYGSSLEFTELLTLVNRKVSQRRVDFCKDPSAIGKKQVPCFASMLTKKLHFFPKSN
# esBAF inh – Bmi1 luciferase reporter increase in mESCs, primary screen, esBAF inhibitor project, mouse ES cells, Bmi1 luciferase knock-in, single point. AID 602393, 2012. reporter increase, % at 12.5 µM. 24 h; 100% = twice the neutral-well signal. 2% of 350,000 active; in the data active = activation above about 40%; inconclusive = no clear call, values can overlap the other calls;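 note: 0% = median of the plate's neutral control wells and 100% = double that signal; a rise in the Bmi1 reporter signal indicates esBAF inhibition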
# S100A4 inh HTS – inhibitors of S100A4-myosin IIA peptide binding, primary screen, biochemical, fluorescence polarization, TAMRA-MyoIIA peptide; 0.14% of 360,000 active; AID 652163, 2013; inhibition, % at 10.7 µM;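 active = mean inhibition of at least 70% across replicates, with every replicate also reaching that level; inconclusive = mean inhibition reaches 70% but some replicates fall short; inactive = mean inhibition below 70%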
# Target sequence (P26447 whole entry, looked up): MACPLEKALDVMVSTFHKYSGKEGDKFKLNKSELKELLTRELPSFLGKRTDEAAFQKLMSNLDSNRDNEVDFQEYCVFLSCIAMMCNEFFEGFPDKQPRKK
#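 Test system: S100A4 monomer protein; Medium: HEPES pH 7.2 with CaCl2, KCl, NaCl, DTT, Triton; Probe or stimulus: TAMRA-labelled myosin IIA heavy-chain peptide probe, 5 nM; Doses: one dose per compound; Times: polarization read 5 min after assay mix addition, stable 5–60 min; Benchmarks: neutral control DMSO, positive control TFP.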
# SIRT5 block – SIRT5 desuccinylase inhibitors, primary screen, biochemical, fluorescence imaging, single point, set 5. NAD-dependent protein deacylase sirtuin-5, mitochondrial (Homo sapiens), Q9NXA8. Purified SirT5, succinyl-peptide AMC, trypsin-coupled fluorescence. inhibition, % at 15 µM. 1.1% of 330,000 active; in the data active = inhibition above about 15%; inconclusive = no clear call, values can overlap the other calls
# Target sequence (Q9NXA8 whole entry, looked up): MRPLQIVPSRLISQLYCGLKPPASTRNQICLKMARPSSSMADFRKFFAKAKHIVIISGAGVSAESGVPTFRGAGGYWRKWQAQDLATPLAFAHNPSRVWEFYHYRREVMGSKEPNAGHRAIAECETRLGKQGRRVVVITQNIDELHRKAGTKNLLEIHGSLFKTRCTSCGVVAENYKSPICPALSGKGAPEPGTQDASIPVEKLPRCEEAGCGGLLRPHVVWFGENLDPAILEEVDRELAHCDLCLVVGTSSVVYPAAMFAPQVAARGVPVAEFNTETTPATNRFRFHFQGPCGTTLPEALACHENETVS
# LGR2 antag – inhibitors of bursicon-induced LGR2 CRE-luciferase signal, primary screen, cell-based, HEK293, CRE-luciferase reporter, bursicon stimulation; 0.35% of 380,000 active; bursicon-stimulated, 4 h; Drosophila bursicon receptor LGR2 (rickets); inhibition, % at 9.99 µM;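 active = drop in luminescence signal, shown as inhibition above about 50% in the replicate tests, limit read from the data, passing the limit was not always enough; inconclusive = probably only some replicates passing the limit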;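 note: agonist challenge used bursicon conditioned medium at about half maximal strength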
# The depositor's hits bear a star; i = inactive; ? = inconclusive; nt = not tested or not shown; & = joins results of further samples.
SMILES,Statin myotox sup,FN deposition inh,CASP6 VEID inh,esBAF inh,S100A4 inh HTS,SIRT5 block,LGR2 antag
CCCNC(=O)N1[C@@H](C#N)[C@H](c2ccc(-c3cccc(OC)c3)cc2)[C@@H]1CO,3,7,0,7,-3,3,-11
C[C@@H]1CCCCO[C@H](CN(C)Cc2ccc(C(F)(F)F)cc2)[C@@H](C)CN([C@@H](C)CO)C(=O)c2cc(N(C)C)ccc2O1,nt,nt,2,-2,-19,-3,-4
O=C(NC(=S)NCc1cccnc1)c1ccccc1[N+](=O)[O-],-17,4,3,0,0,nt,8
Cc1cccc(-c2noc(CN(C)C(=O)COc3ccccc3)n2)c1,15,6,2,-6,1,0,3
C[C@H]1CCCCO[C@@H](CN(C)C(=O)Nc2ccc(C(F)(F)F)cc2)[C@@H](C)CN([C@@H](C)CO)C(=O)c2cc(NC(=O)Nc3ccc4c(c3)OCO4)ccc2O1,10,-3,-4,-2,-6,11,8
CC(=O)c1ccc(S(=O)(=O)Oc2ccc(-c3ccc(C(=O)O)cc3)cc2)cc1,-3,4,2,-4,3,1,5
CCCCCCNc1ccc(C(=O)OCC)cc1,-7,6,1,39,8,9,-34
C[C@@H]1CCCCO[C@H](CN(C)Cc2ccc3c(c2)OCO3)[C@@H](C)CN([C@@H](C)CO)C(=O)c2cc(NC(=O)Nc3ccc(F)cc3)ccc2O1,-434,nt,-1,-7,8,6,15
Cn1cnc(S(=O)(=O)N2CCCCN3[C@H](CO)[C@H](c4ccc(-c5ccccc5F)cc4)[C@H]3C2)c1,-7,nt,-3,0,1,-1,7
COc1ccc(-c2cc(C(=O)OCC(=O)NC3CC3)c3ccccc3n2)cc1OC,4,7,0,14,-1,-4,-10
CCc1ccc(NC(=O)c2cnc3n(c2=O)CCS3)cc1,3,2,1,61*,-2,0,-51
O=C(O)CCSc1nnc(COc2cccc3ccccc23)n1-c1cccc(Cl)c1,11,-2,3,-1,1,4,15
Cn1nc(C(=O)NCCc2ccc3c(c2)OCCO3)c2ccccc2c1=O,nt,nt,-4,nt,6,-3,19
CC(C)(C)c1ccc(S(=O)(=O)N2CCNC(=O)C2)cc1,7,-5,-2,-1,-7,nt,13
Cc1nc(CSc2nsc(/C=C/N(C)C)c2C#N)cs1,7,3,26,11,-10,5,12
C[C@@H]1CN([C@H](C)CO)C(=O)c2cccc(NC(=O)Nc3ccc(F)cc3)c2O[C@H]1CN(C)Cc1ccc(C(F)(F)F)cc1,39,nt,0,0,-6,-1,22
O=C(NC1(C(F)(F)F)NC(=O)N(C2CCCC2)C1=O)C1CC1 (stereo not given),-3,nt,nt,0,nt,nt,1
COCCNC(=O)c1ccc(S(=O)(=O)N2CCCc3ccccc32)cc1,-2,5,-3,-6,1,-1,1
CCCNC(=O)N(C)C[C@@H]1Oc2ncc(/C=C/c3ccccc3)cc2C(=O)N([C@@H](C)CO)C[C@@H]1C,-1,nt,1,-2,39,-7,-14
Cc1ccc(OCCNC(=O)c2cccc(C)c2)cc1,-16,-5,1,-6,-4,-37,-4
CCn1c(CSc2nc(C)cc(C)n2)nnc1SCC(=O)Nc1nc(-c2ccccc2)cs1,117*,-1,nt,0,nt,nt,nt
CCc1cc(C(=O)OC)c(N2C(=O)C3C4C=CC(C4)C3C2=O)s1 (stereo not given),12,3,nt,-2,nt,nt,-13
COCCNC(=O)c1cc2c(-c3ccc(Cl)cc3)nn(C)c2s1,-5,-1,2,-5,7,nt,-27
N=C1/C(=C\c2ccc(OC(=O)c3ccc(F)cc3)cc2)C(=O)N=C2SC(N3CCOCC3)=NN12,3,5,4,4,-5,5,-5
O=C(CCSc1ccccc1)NCCSc1ccccn1,-2,-2,nt,-10,nt,nt,nt
O=C(Cc1cccc2ccccc12)NN=Cc1ccc2c(c1)CCC2,6,2,-2,1,-4,-2,2
Cc1cccc(NC(=S)NCc2ccc3c(c2)cc(C)n3C)c1C,0,2,-3,10,38,-2,3
O=C1CN(C(=O)COC(=O)c2cnc(Cl)c(Cl)c2)c2ccccc2N1,nt,nt,0,nt,-2,-3,-2
CC(C)(C)c1ccc(-c2noc(CNC(=O)c3ccco3)n2)cc1,-14,-5,0,3,-2,-1,13
CC=Cc1ccc2n(c1=O)C[C@H]1[C@H](CO)[C@@H](C(=O)NCC)N(Cc3cccc(F)c3)[C@@H]21 (mixture of isomers),-7,1,-3,-6,-3,7,-3
N#C[C@H]1[C@@H](c2ccc(C#CC3CC3)cc2)[C@@H](CO)N1C(=O)Nc1ccc(F)cc1,-12,4,1,1,-3,1,9
Cc1ccc(C)c(OCCC(=O)OCC(=O)NC(=O)NC2CCCCC2)c1,8,-15,-1,-2,-8,-1,9
Cc1ccc(C)c(Nc2cc(C)nc(-c3ccccc3O)n2)c1,-62,24,-1,-10,4,0,4
CC(OC(=O)/C=C/c1cccs1)C(=O)Nc1ccc(C(N)=O)cc1 (stereo not given),3,-1,-1,1,-3,-1,0
C/C=C/c1ccc([C@H]2[C@@H](CO)N(C(=O)CC)[C@@H]2CNCC2CCCCC2)cc1,nt,-21,1,nt,3,-1,-5
CCOC(=O)c1c(C)n(C)c2ccc(OC)c(NS(=O)(=O)c3ccc(Cl)s3)c12,-14,-38,nt,3,nt,nt,nt
CC(NC(=O)COC(=O)c1cc(=O)c2ccccc2o1)c1ccccc1 (stereo not given),-1,-1,0,-1,10,-1,9
COc1ccccc1CC(=O)N1CCC(n2nccc2NC(=O)C2CCOC2)CC1 (stereo not given),-19,2,-2,4,-4,-4,-5
O=C1CN(C(=O)/C=C/c2cccc(Cl)c2)c2ccccc2N1,-14,1,4,-3,-1,0,-6
CCSc1nnc(NC(=O)NC(C)(C(F)(F)F)C(F)(F)F)s1,1,i,nt,-2,nt,nt,-5
CCOc1ccc(CN(C)C(=O)CNC(=O)c2ccccc2)cc1,-2,-4,-5,1,-1,0,8
C=CC[C@@H](CC(=O)NCCO)C(=O)NCCOC(=O)[C@@H](CC=C)Cc1ccc(F)cc1,-4,-12,0,-6,-2,1,10
NNC(=O)CC(=O)NC1(Cc2ccc(O)cc2)CCCCC1,nt,-10,2,nt,-6,2,-19
COc1ccc(NC(=S)NNc2ccc(C(=O)O)cc2)cc1,13,3,-1,39,-7,-4,13
NC(N)=NCc1cccc(I)c1,-7,-10,-5,6,5,-5,7
Cc1ccc(NS(=O)(=O)c2ccc3c(c2)CC(=O)N3)cc1F,-4,-1,6,-7,26,0,-11
CC(C)C[C@H]1COc2cccc(N3CCC[C@H]3CO)c2S(=O)(=O)N1,nt,10,-2,nt,-4,-1,-29
CCOCCCN(C(=O)Cn1nnc(-c2ccc(C)o2)n1)C(C(=O)NCC1CCCO1)c1ccc(F)cc1 (stereo not given),nt,-11,-1,nt,-4,0,2
Cc1ccc(C23OCCN2CCn2nc4ccccc4c23)cc1 (stereo not given),2,-5,-5,-1,-5,nt,7
COc1ccc(C2N(C(=O)CN3CCOCC3)CCN2S(=O)(=O)c2ccccc2)cc1 (stereo not given),9,5,nt,-3,nt,nt,nt
COc1cccc(-c2cnc3c(c2)C(=O)N([C@H](C)CO)C[C@@H](C)[C@H](CN(C)C(C)=O)O3)c1,-4,-8,1,3,?,0,-20
CCCOc1c(Br)cc(C(=O)OCC(=O)NC(=O)c2cccn2C)cc1OC,-30,8,3,-5,4,-3,-17
C=C1CCN(C(CC(C)C)C(=O)OC)S(=O)(=O)c2ccccc21 (stereo not given),13,-4,-2,-14,-4,-3,10
CN1[C@@H]2Cn3c(ccc(-c4ccncc4)c3=O)[C@H]1[C@@H](C(=O)NCC1CCCCC1)[C@@H]2CO,4,nt,nt,-4,nt,nt,-9
CCCCNC(=O)C1(C)CCC(=O)N1C1CCN(Cc2ccccc2)CC1 (stereo not given),-7,-6,-1,4,1,4,-5
COc1ccc(CCNC(=O)CCN2C(=O)C(C)Oc3ccc(C)cc32)cc1OC (stereo not given),14,-7,nt,-4,nt,nt,nt
Cc1ccc(SC[C@H](Cc2ccccc2)N2CCN(CC(C)C)CCC2=O)cc1,-9,12,1,-2,-8,-2,19
O=C(Nc1cccc(F)c1)N[C@H]1CC[C@H](CCn2cc(Cc3ccccc3)nn2)O[C@H]1CO,-2,nt,2,-1,10,1,5
CC(C)NC(=O)CSCc1c(F)cccc1Cl,9,0,nt,3,nt,nt,nt
Oc1ccc2ccccc2c1CNc1cnc2ccccc2c1,-2,10,nt,0,nt,nt,-6

# Only LGR2 antag and SIRT5 block (three entries from above):
mol | LGR2 antag | SIRT5 block
CC(OC(=O)/C=C/c1cccs1)C(=O)Nc1ccc(C(N)=O)cc1 (stereo not given) | 0 | -1
Cc1ccc(C)c(Nc2cc(C)nc(-c3ccccc3O)n2)c1 | 4 | 0
C[C@@H]1CCCCO[C@H](CN(C)Cc2ccc3c(c2)OCO3)[C@@H](C)CN([C@@H](C)CO)C(=O)c2cc(NC(=O)Nc3ccc(F)cc3)ccc2O1 | 15 | 6

# Carrying on.
SMILES,Statin myotox sup,FN deposition inh,CASP6 VEID inh,esBAF inh,S100A4 inh HTS,SIRT5 block,LGR2 antag
CC1(Oc2ccc3ccccc3c2)CCN(Cc2cccn2-c2nccs2)C1 (stereo not given),-5,-4,1,-9,-2,-2,14
COC(=O)[C@H](Cc1ccccc1)NC(=O)NCCc1ccc(OC)cc1,3,-2,-4,-3,2,-2,-6
COc1ccc(NC(=O)N(C)C[C@H]2OCCCC[C@H](C)Oc3ccc(NS(=O)(=O)c4cn(C)cn4)cc3C(=O)N([C@H](C)CO)C[C@@H]2C)cc1,-4,-1,-1&-2,-2&-4,3&-10,0&-5,3
COc1cc(C(=O)Nc2ccc(Nc3ccccc3)cc2)cc(OC)c1OC,-15,-23,-3,8,8,nt,12
CCc1nc2c(OCc3ccc(C(=O)N(C)C)cc3)cccn2c1N(C)C(=O)Nc1ccccc1OC,2,18,3,3,-6,4,5
C[C@H](CO)N1C[C@H](C)[C@H](CN(C)Cc2ccc(C(=O)O)cc2)OCCCC[C@H](C)Oc2ccc(NS(=O)(=O)c3cccs3)cc2C1=O,nt,nt,-1,-5,9,5,9
O=C(C[C@H]1C=C[C@@H](NC(=O)Nc2cc(F)ccc2F)[C@@H](CO)O1)Nc1ccccc1,5,nt,2,-1,-36,0,-4
Nc1[nH]c(=O)nc(Nc2ccccc2)c1N=O,nt,2,2,nt,1,5,0
Cn1ncc(Cl)c1C(=O)N1CCC(Cc2ccccc2)CC1,nt,15,0,nt,-4,7,-4
CCOc1ccc(C(=O)C(C)OC(=O)CN2C(=O)NC(C)(C)C2=O)cc1 (stereo not given),8,0,3,-10,-16,-1,-23
CC(C)CCCN1C(Nc2ccccc2)=NC[C@@H]1C,5,0,1,17,-2,0,3
Cc1occc1C(=O)Nc1ccc([N+](=O)[O-])cc1Br,1,nt,-1,19,-2,0,-5
COc1cc(OC)cc(C(=O)Nc2ccccc2S(=O)(=O)N2CCCC2OC(C)=O)c1 (stereo not given),-3,6,2,-4,-2,0,13

# The list is partial, so the mix of outcomes need not match the whole.
